# NFkB transloc pot: enhances IL-1B driven NFkB nuclear translocation; HUVEC IL-1B NFkB p65 nuclear translocation imaging; 94,000 compounds, 0.3% hits; activation, % at 2 µM;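 active = activation above 40%, about the mean plus 3 SD, also judged a hit on visual image review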;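 note: percent activation is computed from the nuclear over cytoplasmic p65 intensity ratio; values of inactives mirror those of a sister screen read the other way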
# PLAP inhibitors HTS: inhibition of human placental alkaline phosphatase – biochemical, luminescence, HTS (AID 690) | purified PLAP, luminescent substrate; higher % means a stronger effect | inhibition, % at 20 µM, or IC50 in µM where a hit was titrated | 96,000 compounds, 0.08% hits; in the data active = a potency from the dose series; inactive = the rest, 99 in 100 with inhibition below about 30%; note: strong numbers were not always called active
# MRP resist rev: reverses drug resistance mediated by MRP; H69AR cells + 2 uM doxorubicin, CellTiter-Glo, 72 h; differential viability (reversal), % at 10 µM; 85,000 compounds, 0.04% hits;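 active = viability drop by adding the cancer drug above about 55%, with treated viability meeting a 40% cutoff, limit read from the data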;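 note: viability without doxorubicin minus viability with 2 µM doxorubicin for each compound; larger differential means the compound sensitizes cells more to doxorubicin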
# Bcl-B displacement: displacers of TR3 peptide from Bcl-B, primary screen, selectivity assay for Bfl-1 inhibitor project, biochemical, fluorescence polarization | FP displacement of FITC-TR3 peptide from Bcl-B; higher % means a stronger effect | one-dose displacement, % at 20 µM; IC50 in µM for titrated hits | AID 748 | 96,000 compounds, 0.11% hits;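 active = displacement above 50% at 20 µM plus a fluorescence interference ratio under 1.5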;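 note: plate controls were wells without compound for no effect and wells lacking Bcl-B protein for full effect; a part of the inactive calls stands beside numbers as strong as those of hits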
# NFkB transloc inh: blocks IL-1B driven NFkB nuclear translocation in HUVEC cells; 94,000 compounds, 0.43% hits; inhibition, % at 2 µM; HUVEC IL-1B NFkB p65 nuclear translocation imaging; AID 796;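 active = inhibition above about 30% together with a positive call from visual inspection of the well image, limit read from the data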;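 note: nuclear over cytoplasmic p65 intensity ratio measured by imaging; 0% = IL-1B stimulated DMSO wells and 100% = unstimulated DMSO wells; values of inactives mirror those of a sister screen read the other way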
# MRP resist rev cytotoxicity: also measured in MRP resist rev; calls as there; viability, %; H69AR cells, CellTiter-Glo, 72 h; measured here: cytotoxicity without doxorubicin
# MRP resist rev with doxorubicin: further read-out of MRP resist rev, marked with its call; viability, %; measured here: viability with 2 uM doxorubicin; stronger effect = lower value
# NFkB transloc inh cell count 2 µM: second read-out of NFkB transloc inh, no call of its own (marks repeat the call); cell count; measured here: cells passing quality filter;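 raw number of nuclei counted in each imaged well without normalization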
# NFkB transloc pot cell count 2 µM: recorded beside NFkB transloc pot, whose call it bears; cell count; measured here: cells passing quality filter
# An asterisk follows results filed as active; x = no result given.
# The first three compounds (preview)
SMILES,NFkB transloc pot,NFkB transloc pot cell count 2 µM,PLAP inhibitors HTS,MRP resist rev,MRP resist rev cytotoxicity,MRP resist rev with doxorubicin,Bcl-B displacement,NFkB transloc inh,NFkB transloc inh cell count 2 µM
Cn1c(=O)oc2cc(S(=O)(=O)N3CCCC(C(=O)Nc4ccccn4)C3)ccc21 (stereo unspecified),-6.0,149,24.7%,5.4,94.1,88.7,-0.6%,6.0,149
O=C(CN(Cc1ccco1)C(=O)CNS(=O)(=O)c1ccc(F)cc1)NCc1ccc(F)cc1,11.3,148,-6.3%,-6.3,98.3,104.6,-10.8%,-11.3,148
O=C(COC(=O)C1CC(=O)N(Cc2ccco2)C1)c1ccc(OC(=O)c2ccco2)cc1 (stereo unspecified),13.3,199,x,10.6,92.5,82.0,x,-13.3,199

# The listing, from the first entry:
SMILES,NFkB transloc pot,NFkB transloc pot cell count 2 µM,PLAP inhibitors HTS,MRP resist rev,MRP resist rev cytotoxicity,MRP resist rev with doxorubicin,Bcl-B displacement,NFkB transloc inh,NFkB transloc inh cell count 2 µM
Cn1c(=O)oc2cc(S(=O)(=O)N3CCCC(C(=O)Nc4ccccn4)C3)ccc21 (stereo unspecified),-6.0,149,24.7%,5.4,94.1,88.7,-0.6%,6.0,149
O=C(CN(Cc1ccco1)C(=O)CNS(=O)(=O)c1ccc(F)cc1)NCc1ccc(F)cc1,11.3,148,-6.3%,-6.3,98.3,104.6,-10.8%,-11.3,148
O=C(COC(=O)C1CC(=O)N(Cc2ccco2)C1)c1ccc(OC(=O)c2ccco2)cc1 (stereo unspecified),13.3,199,x,10.6,92.5,82.0,x,-13.3,199
Cc1ccc(CNC(=O)/C(C#N)=C\c2ccc(N(C)C)cc2)cc1,-1.6,121,4.8%,x,x,x,-7.3%,1.6,121
Cc1cccc(C(=O)/C=C2/c3ccccc3CC(C)(C)N2C)c1,5.6,167,-54.1%,x,x,x,-1.4%,-5.6,167
Cc1occc1C(=O)Nc1sc2c(c1C(N)=O)CCCCC2,-12.7,118,8.7%,3.3,81.6,78.3,13.7%,12.7,118
Cc1ccc(N2CCN(S(=O)(=O)N3CCCCCC3)CC2)cc1Cl,11.1,146,15.2%,x,x,x,-7.4%,-11.1,146
Cc1ccc(CNC(=O)Cn2c(=O)oc3ccccc32)o1,4.9,169,12.8%,-2.0,86.7,88.7,0.5%,-4.9,169
O=C1CCc2cc(S(=O)(=O)NC(Cc3ccccc3)C(=O)NC3CCCCC3)ccc2N1 (stereo unspecified),5.0,183,4.2%,7.7,95.7,88.0,1.6%,-5.0,183
Cc1[nH]nc2c1C(c1ccccc1)C1=C(CC(C)(C)CC1=O)N2 (stereo unspecified),3.8,81,3.5%,-21.2,79.9,101.1,-1.0%,-3.8,81
O=S(=O)(NCc1ccco1)c1ccc2c(c1)Cc1ccccc1-2,-7.0,155,-7.3%,-2.2,86.3,88.5,0.8%,7.0,155
O=C(c1ccc(F)cc1)N1CCN(C(=O)c2cccnc2)CC1,-9.1,152,7.9%,-2.6,91.0,93.6,-14.6%,9.1,152
COc1cc(S(=O)(=O)N2CCN(C)CC2)c(OC)cc1Cl,20.8,203,-17.6%,2.2,91.1,88.9,3.4%,-20.8,203
CCOC(=O)c1nnn(CC(=O)N2N=C(c3cccc4ccccc34)CC2c2ccccc2)c1C(=O)OCC (stereo unspecified),2.1,143,x,-23.6,59.1,82.7,x,-2.1,143
CCOc1cc(/C=C2\N=C(C)OC2=O)cc(Br)c1OCCc1ccccc1,-15.8,151,-92.1%,x,x,x,-5.8%,15.9,151
C=CCOc1ccc(C2C(C(=O)c3ccco3)=C(O)C(=O)N2CCCN(CC)CC)cc1 (stereo unspecified),0.5,98,-69.0%,3.5,92.1,88.6,-8.5%,-0.5,98
O=C(CCCc1nc(-c2ccc(Cl)cc2)no1)N1CCOCC1,-2.6,84,x,-6.3,102.5,108.9,x,2.6,84
CCn1c(SCC(=O)N2CCOCC2)nc2c(c1=O)SC(C)C2 (stereo unspecified),10.3,138,x,6.3,81.6,75.3,x,-10.3,138
COC(=O)c1cc(OC)c(OC)c(OC)c1NC(=O)c1ccc(S(=O)(=O)N(C)C)cc1,-6.9,161,-2.1%,-9.8,74.9,84.7,-7.4%,6.9,161
O=C(NCCCN1CCOCC1)c1ccco1,3.9,104,14.3%,-11.9,91.5,103.5,-1.2%,-3.9,104
CCOC(=O)Cc1csc(NC(=O)C(C)(C)CC)n1,-0.3,180,-6.4%,x,x,x,5.0%,0.3,180
O=c1[nH]c2ccccc2n1Cc1ccccc1,-4.5,164,-3.8%,-3.0,94.8,97.8,2.7%,4.5,164
Cc1cc(C)n2nc(C(=O)OCC(=O)c3cc(C)n(C)c3C)nc2n1,-9.5,139,-28.5%,20.6,88.2,67.6,24.4µM*,9.5,139
COc1cc(NC(=O)Nc2cccc(Cl)c2)c(OC)cc1NC(=O)CN1CCCCC1,-2.6,173,4.3%,-1.9,7.8,9.7,-6.1%,2.6,173
COC(=O)c1sccc1NC(=S)N1CCCC(C)C1 (stereo unspecified),15.6,190,17.6%,17.9,104.3,86.4,-5.4%,-15.6,190
Cc1cccc(C)c1NC(=O)Nc1cccs1,4.3,207,8.3%,-9.8,101.9,111.7,-1.5%,-4.3,207
Cc1ccc(C(=O)Nc2c(C)cc(-c3ccc(Cl)cc3)oc2=O)cc1,-1.2,88,18.6%,x,x,x,1.3%,1.2,88
Cc1cccc(C)c1OCC(O)Cn1ccnc1C (stereo unspecified),-9.7,187,-42.1%,-0.1,99.5,99.6,4.3%,9.7,187
CCc1cc[n+](-c2nc3ccccc3nc2C(=C=[N-])C#N)cc1,-14.6,102,18.8%,0.9,96.7,95.8,-4.2%,14.6,102
CCOc1ccc(CN(C(=O)c2cc3ccccc3oc2=O)C2CC2)cc1,-1.7,110,x,11.8,102.0,90.3,x,1.7,110
COc1ccc(OC)c(CNC(=O)C2CCN(C(=O)N(C)C)CC2)c1,x,x,19.1%,7.6,97.4,89.8,-11.4%,x,x
NS(=O)(=O)c1ccc(S(=O)(=O)NCCc2ccccc2)cc1,1.6,115,10.4%,6.8,101.6,94.8,-4.4%,-1.6,115
C[N+](C)(C)CCNC(=O)c1c(O)c2c([nH]c1=O)CCCC2,24.3,139,22.2%,-13.6,101.5,115.1,-4.4%,-24.3,139
Cc1cc(C)cc(N(CC(=O)N2CCC(C)CC2)S(=O)(=O)c2ccccc2)c1,-7.3,145,-31.1%,18.4,97.9,79.5,-6.3%,7.3,145
Cc1onc(-c2ccccc2Cl)c1C(=O)NCc1ccccc1,14.9,187,7.6%,25.4,75.8,50.4,2.4%,-14.9,187
CCOc1cc2c(cc1OC)C(NC(=O)C(F)(F)F)CC2=O (stereo unspecified),x,x,-6.5%,x,x,x,0.0%,x,x
O=C(c1ccco1)n1nc(-c2ccc(Cl)cc2)nc1NCc1ccco1,19.0,178,3.9%,-13.6,36.4,50.0,-7.5%,-19.0,178
CNC(=O)c1nc(C)n(-c2cc(Cl)cc(Cl)c2)n1,1.0,164,3.3%,x,x,x,0.0%,-1.0,164
CCOC(=O)N1CCC(NC(=O)CCN2C(=O)COc3ccccc32)CC1,0.9,152,-11.6%,1.0,95.2,94.2,-5.6%,-0.9,152
O=C(O)C1CCN(C(=O)NC2CCCCC2)CC1,0.6,211,4.8%,-10.0,92.2,102.1,1.0%,-0.6,211
CCOC(=O)Cc1csc(NC(=O)COc2ccc(N(C)S(=O)(=O)c3cccs3)cc2)n1,x,x,-39.5%,-7.6,93.4,100.9,-71.6%,x,x
CN(CC(=O)Nc1ccccc1C(=O)N1CCCC1)S(=O)(=O)c1ccc(Br)cc1,8.7,63,-21.8%,9.3,102.8,93.5,10.0%,-8.7,63
O=C(Nc1ccc(Cn2cccn2)cc1)c1ccc(COc2cccc(Br)c2)cc1,57.0*,177*,17.0%,x,x,x,-50.5%,-57.0,177
CCOC(=O)CCc1nc2ccccc2[nH]c1=O,-5.2,120,2.0%,1.5,104.4,102.9,-0.6%,5.2,120
CCC(C)Nc1nc(CN2CCOCC2)nc2sc3c(c12)CCC3 (stereo unspecified),-19.3,141,-36.4%,x,x,x,-7.0%,19.3,141
O=C(Oc1ccc(Cl)c2cccnc12)N1CCOCC1,15.7,193,10.4%,x,x,x,-12.5%,-15.7,193
CCNc1c([N+](=O)[O-])ncn1C,5.6,164,18.4%,0.6,98.4,97.8,-3.0%,-5.6,164
O=C(NCC1CCCO1)c1c(O)c2c([nH]c1=O)CCCC2 (stereo unspecified),-4.1,69,-3.9%,-2.1,98.0,100.1,1.1%,4.1,69
CNc1oc(-c2cccc3ccccc23)nc1C#N,-3.1,168,16.5%,-5.1,80.2,85.3,0.2%,3.1,168
C=CCc1c(OC)ccc2ccc(=O)oc12,0.3,112,-2.4%,x,x,x,-12.7%,-0.3,112
CCOc1ccc(NC(=O)CSc2nc3c(c(=O)n2-c2ccccc2OC)SCC3)cc1,x,x,-33.2%,7.6,73.5,66.0,-4.7%,x,x
Cc1ccccc1CN1C(=O)Nc2ccccc2C(=O)N1C(C)(C)C,13.0,80,6.2%,3.1,86.4,83.4,-6.7%,-13.0,80
O=S(=O)(NCCOc1ccc(F)cc1)c1ccc2c(c1)OCCO2,-0.6,96,22.9%,x,x,x,-7.4%,0.6,96
CCCOc1ccc(C(C)=O)cc1CSCCC#N,15.5,159,x,22.7,96.7,74.0,x,-15.5,159
CCOC(=O)N1CCN(C(=O)CSc2ccccc2)CC1,18.2,180,10.7%,-2.8,95.8,98.6,6.1%,-18.2,180
O=C(CSc1ccc2nnc(-c3ccncc3)n2n1)N1CCc2ccccc21,x,x,-10.1%,-0.6,81.9,82.5,-2.2%,x,x
Cc1cc(C)cc(OCC(=O)OCC(=O)c2ccc3c(c2)NC(=O)CO3)c1,1.8,162,-2.0%,x,x,x,3.9%,-1.8,162
CN(C(=O)c1ccncc1)c1nnc(-c2cccnc2)s1,x,x,-25.3%,6.0,102.3,96.3,3.3%,x,x
O=C(NC1CCCCCCC1)C1CCC(CNc2c(N3CCCC3)c(=O)c2=O)CC1 (stereo unspecified),x,x,-37.9%,2.6,92.5,89.9,0.2%,x,x
Cc1nnc(NC(=O)CCSc2ccccc2)s1,12.6,143,0.9%,8.3,91.1,82.8,-1.8%,-12.6,143

# The listing continues:
SMILES,NFkB transloc pot,NFkB transloc pot cell count 2 µM,PLAP inhibitors HTS,MRP resist rev,MRP resist rev cytotoxicity,MRP resist rev with doxorubicin,Bcl-B displacement,NFkB transloc inh,NFkB transloc inh cell count 2 µM
O=C(C1CCN(S(=O)(=O)N2CCOCC2)CC1)N1CCN(Cc2ccc3c(c2)OCO3)CC1,-1.7,136,-36.9%,5.4,102.9,97.5,-7.0%,1.7,136
Cc1ccc(S(=O)(=O)NCC(c2cccnc2)N(C)C)cc1 (stereo unspecified),1.4,170,-21.2%,3.9,98.9,95.0,0.3%,-1.4,170
Cc1ccc(S(=O)(=O)NCC2CCC(C(=O)NCCCN3CCOCC3)CC2)cc1 (stereo unspecified),-3.6,150,-53.2%,4.9,94.1,89.2,6.7%,3.6,150
CCCCc1c(O)n2c(nc3ccccc32)[nH]c1=O,5.2,173,10.5%,8.5,91.0,82.5,-8.3%,-5.2,173
CSc1ccc(S(=O)(=O)NCc2ccccc2)cc1,3.9,200,28.3%,-5.3,94.6,99.9,-2.7%,-3.9,200
FC(F)(F)c1cc(Oc2ccccc2Cl)nc(-c2ccccn2)n1,8.7,94,-13.5%,x,x,x,-5.2%,-8.7,94
Cc1onc(-c2ccccc2)c1C(=O)N1CCCN(C(=O)c2c(-c3ccccc3)noc2C)CC1,12.1,163,-57.3%,0.6,75.7,75.1,-0.4%,-12.1,163

# Source: PubChem BioAssay

# Not all compounds are listed; count on the stated rates, not on these rows.
